# Assay outcomes deposited in PubChem BioAssay by several laboratories.
# H9c2 protect – protects H9c2 cardiomyocytes from peroxide injury; H2O2 injury protection, ATPLite, 2 h; protection from H2O2 cell death, % at 20 µM; 0.63% of 360,000 active; AID 588492;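 active = compounds giving at least 50% protection of heart cells from peroxide-induced death in the single-dose screen, raw or plate-pattern-corrected value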;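 also: 0% = DMSO wells with peroxide and 100% = DMSO wells without peroxide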
# HTR2A ag – activates the mouse 5-HT2A serotonin receptor | 0.66% of 360,000 active | AID 624169 | P35363 | CHO-K1 mHTR2A beta-arrestin complementation, luminescence; percent of 30 µM serotonin response | activation, % at 7.6 µM;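 active = activation above a run cutoff, the mean activation of all tested compounds plus 3 SD, cut at about 14% in these data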;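 also: 0% = plate median of compound wells and 100% = 30 µM serotonin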
# Peg3 promoter – Peg3 promoter activity inhibition; HeLa PEG-Prom luciferase reporter, luminescence, overnight; inhibition, % at 20 µM; 1.7% of 360,000 active;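 active = inhibition of at least 50% at 20 µM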
# hiPSC survival – enhancers of human iPSC single-cell survival | AID 602274 | survival enhancement, % at 20 µM | 0.044% of 360,000 active | hiPSC single-cell survival, ATPlite luminescence; 100% = ROCK inhibitor wells, 0% = DMSO; in the data active = survival enhancement above about 18%;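 also: cells exposed to compounds for 16 hours before the ATP read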
# NR2E3 ag-1 – activates human NR2E3 receptor; CHO-S Gal4-NCOR/VP16-NR2E3 two-hybrid, luciferase; inhibition of corepressor binding, % at 3.98 µM; 0.35% of 360,000 active; AID 602229;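 active = inhibition above the mean of all tested compounds plus 3 SD, cut at about 70% in these data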;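 also: 0% = DMSO with NR2E3 transfected cells and 100% = cells lacking NR2E3 construct; higher means lower luciferase signal from less NR2E3 corepressor binding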
# Target sequence (Q9Y5X4 whole entry, looked up, the tested form may be a part): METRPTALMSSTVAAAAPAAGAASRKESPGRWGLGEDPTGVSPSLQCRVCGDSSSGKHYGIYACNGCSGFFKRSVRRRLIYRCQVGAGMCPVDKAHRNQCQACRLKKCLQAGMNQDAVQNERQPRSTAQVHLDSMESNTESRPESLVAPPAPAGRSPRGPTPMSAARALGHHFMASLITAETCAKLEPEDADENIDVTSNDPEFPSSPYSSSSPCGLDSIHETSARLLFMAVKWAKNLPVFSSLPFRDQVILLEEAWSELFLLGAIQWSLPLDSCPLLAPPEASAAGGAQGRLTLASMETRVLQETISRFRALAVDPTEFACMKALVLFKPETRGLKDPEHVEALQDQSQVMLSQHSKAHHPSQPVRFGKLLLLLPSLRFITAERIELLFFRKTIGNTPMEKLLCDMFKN
# MITF TRPM1 inh – MITF TRPM1 promoter inhibition in SK-MEL-5 cells | AID 488899 | 0.83% of 330,000 active | inhibition, % at 12.5 µM | SK-MEL-5 TRPM1 promoter luciferase, 24 h;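 active = mean inhibition across replicates of 60% or more, whatever share of single replicates reaches that level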; also: values of inactives mirror those of a sister screen read the other way
# CaV13 FRET inh – Disruptors of the CACNA1D IQ motif to Ca2+-dependent inactivation inhibitor domain association, primary screening, Förster resonance energy transfer in intact living …. 0.098% of 340,000 active. HEK cells, CFP/YFP FRET ICDI-IQ, plate reader, 10 min; percent FRET-ratio fall versus neutral wells. inhibition, % at 12.3 µM;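 active = mean replicate inhibition of at least 30% and at least 1% of replicates passing that level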;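 also: 0% = median of the neutral control wells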
# Shn3 inh set2 – Schnurri-3 reporter inhibition in Clone20 osteoblasts | Clone20 osteoblast Shn3 3'UTR firefly luciferase, 24 h | inhibition, % at 12.5 µM | 0.52% of 360,000 active | AID 588674;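 active = mean inhibition of at least 75% with every replicate also reaching 75%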;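 also: 0% = median of neutral control wells and 100% = pilot-screen positive control compound; some compounds past the cut are filed as inactive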
# PDI inh – blocks human protein disulfide isomerase activity; PDI insulin aggregation turbidity, A650, 90 min; AID 588391; inhibition, % at 10 µM; 0.052% of 350,000 active;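 active = mean inhibition across replicates of 30% or more, whatever share of single replicates reach that level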;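 also: absorbance from insulin aggregation driven by PDI reduction with DTT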
# Target sequence (P07237 whole entry, looked up): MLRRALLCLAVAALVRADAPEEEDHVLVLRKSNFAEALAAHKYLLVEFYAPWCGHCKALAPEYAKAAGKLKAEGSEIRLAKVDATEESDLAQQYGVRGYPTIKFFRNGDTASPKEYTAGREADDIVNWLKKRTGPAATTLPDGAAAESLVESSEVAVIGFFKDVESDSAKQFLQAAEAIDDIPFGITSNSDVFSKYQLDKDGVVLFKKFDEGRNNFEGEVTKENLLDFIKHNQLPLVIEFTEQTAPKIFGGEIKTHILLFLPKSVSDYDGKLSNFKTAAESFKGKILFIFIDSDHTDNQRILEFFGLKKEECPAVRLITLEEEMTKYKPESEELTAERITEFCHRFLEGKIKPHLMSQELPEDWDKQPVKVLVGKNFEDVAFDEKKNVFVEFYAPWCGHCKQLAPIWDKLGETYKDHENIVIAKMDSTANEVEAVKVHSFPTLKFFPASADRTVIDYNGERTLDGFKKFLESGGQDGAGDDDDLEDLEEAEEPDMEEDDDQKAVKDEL
# NR2E3 ag-2 – NR2E3 (human) agonism. inhibition of corepressor binding, % at 4.78 µM. Q9Y5X4. AID 2300. GST-NR2E3/biotin-RetCOR TR-FRET, 1536-well. 0.12% of 320,000 active;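 active = percent inhibition above the cutoff of mean plus 3 SD of all tested compounds, set per screening campaign, cut at about 20% in these data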;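 also: 0% = DMSO wells and 100% = biotin wells as full block of FRET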
#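 System: GST-NR2E3 and biotin-RetCOR proteins; probe or stimulus: 7 nM biotin-RetCOR; doses: compound at 4.8 µM, single dose; schedule: Compound–protein incubation for 5 h at 4 °C; detection: time-resolved FRET; read-out: percent inhibition; controls: biotin wells as high control, 0.6% DMSO wells as low control; format: 1536-well plates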
# HIF-2a block – blocks HIF-2a reporter activity | 786-0 RCC cells HIF-2a reporter, luciferase luminescence, overnight | inhibition, % at 18.8 µM | 0.72% of 360,000 active | AID 624352;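 active = inhibition of the luminescence signal of 40% or more relative to plate controls, in a single-dose primary screen at 18.75 µM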
# Numbers without * were called inactive; . = not tested or not shown.
No.	Molecule	H9c2 protect	HTR2A ag	Peg3 promoter	hiPSC survival	NR2E3 ag-1	MITF TRPM1 inh	CaV13 FRET inh	Shn3 inh set2	PDI inh	NR2E3 ag-2	HIF-2a block
1	Cn1cccc1CC(=O)NNC(=S)Nc1ccc(Cl)cc1	2	0	-18	0.2	3	10	-6	-22	3	1	-38
2	COc1ccc(N(Cc2cc3cc(C)ccc3[nH]c2=O)C(C)=O)cc1	5	7	16	2.9	-2	6	-5	11	1	2	16
3	CCCCN(CCCNC(=S)NCCCc1cnc[nH]1)c1ccc(Br)cn1	2	-9	42	-3.1	4	.	-9	8	6	.	-1
4	Cc1ccc(C(C(=O)NC2CCCC2)N(Cc2ccc(F)cc2)C(=O)c2csnn2)o1 (stereo not given)	9	-2	11	1.7	0	-8	-4	0	4	3	23
5	O=C(Cc1ccccc1Cl)N1CCN(c2ccccn2)CC1	2	1	-7	-0.6	-5	5	-3	0	-7	-2	10
6	CN(C)/C=C(\c1cnc(Cl)s1)S(=O)(=O)c1ccccc1	3	0	15	1.7	-10	5	-3	-1	0	-4	16
7	O=C(NCCc1ccc(Cl)cc1)C1CCCN(S(=O)(=O)N2CCCCCC2)C1 (stereo not given)	2	-6	4	0.5	6	4	-6	7	-4	1	6
8	COc1cc(NC(=O)CN2C(=O)NC(CC(C)C)C2=O)cc(OC)c1OC (stereo not given)	6	-3	12	0.3	-30	0	-2	-4	-14	0	4
9	CCCC1(CCC)NC(=O)N(CC(=O)Nc2cccc(OC)c2)C1=O	-8	4	10	-3.1	21	11	.	-8	3	2	13
10	Fc1ccc(-c2n[nH]c(=S)c3ccccc23)cc1	-2	3	0	-0.6	15	-4	-2	-32	1	3	18
11	CCOC(=O)c1cc(NC(=O)c2c(C)noc2C)cc(C(=O)OCC)c1	2	4	7	2.0	-12	4	-9	8	-5	3	-21
12	N#Cc1nc(-c2ccccc2Cl)oc1N1CCCCC1	-20	4	-211	2.1	-54	-43	.	-46	-6	0	-186
13	O=C1CCN(CCc2ccccc2)CCN1CCO	1	0	-2	-0.1	-2	18	-4	-18	-4	5	10
14	COc1cc(NC(=O)c2ccccc2[N+](=O)[O-])ccc1NC(=O)C(C)C	3	5	-9	4.7	2	-7	-3	-20	6	-4	4
15	Cc1cc(S(=O)(=O)n2[nH]c(=O)c(CCO)c2C)c(Cl)cc1Cl	-8	6	-3	0.4	32	1	-3	17	4	1	-8
16	COc1cccc(NC(=O)N2CCCC2C(=O)NC(C)C)c1 (stereo not given)	-2	-1	11	1.3	-11	8	2	6	1	1	3
17	O=C(CSc1ncnc2sc(-c3ccccc3)cc12)NC1CCS(=O)(=O)C1 (stereo not given)	-2	0	-20	1.6	-13	14	-18	1	-14	-1	-1
18	CSCCC(NC(=O)c1cccc(C)c1)C(=O)OCN1C(=O)c2ccccc2C1=O (stereo not given)	13	3	6	-0.2	-17	6	-4	-17	10	-2	12
19	Clc1ccccc1CNc1ncnc2nc[nH]c12	-9	1	22	1.4	-23	-4	-7	12	-10	3	4
20	CCc1ccc(-n2c(C)cc(/C=N/NC(=O)OC)c2C)cc1	-12	2	1	2.7	13	-22	-8	22	-8	3	-3
21	CC(=O)Nc1ccc(S(=O)(=O)Nc2ccc(S(=O)(=O)Nc3nccs3)cc2)cc1	-6	0	8	1.4	6	2	-2	4	3	3	8
22	O=C(O)c1cccc(CN2C(=O)c3ccccc3C2=O)c1	2	5	-21	-0.5	6	-11	-4	-7	2	0	14
23	CCn1nnc(NC(=O)c2c(OC)cccc2OC)n1	4	-1	13	-3.9	-16	4	-4	5	-16	3	6
24	O=C(c1cccc(S(=O)(=O)NCc2ccccc2)c1)N1CCN(Cc2ccccc2)CC1	-7	-4	23	-2.0	5	13	-2	9	0	-2	13
25	CCc1nc2ccc(C(=O)Nc3cccc(NS(C)(=O)=O)c3)cn2c1N(C)CCCc1ccccc1	4	-2	27	-2.0	-14	.	-5	3	8	.	8
26	CCCCn1c(N)c(N(CCOC)C(=O)c2cc3c(s2)CCC(C)C3)c(=O)[nH]c1=O (stereo not given)	0	15*	-43	-0.3	-54	4	-5	5	5	-2	-19
27	CCOC(=O)/C=C1\SC(C)C(=O)N1CC(=O)N(CCC#N)c1ccccc1 (stereo not given)	1	2	10	-0.6	6	-3	-2	-2	0	2	-25
28	C[C@H](N)c1nnc(SCC(=O)N(C)C)o1	6	-2	14	0.5	-11	-2	-5	-6	-2	0	11
29	Cc1cccc([C@@H]2[C@@H]3C(=O)N(Cc4ccccc4)C(=O)[C@@H]3[C@]3(Cc4ccccc4)C(=O)N(c4cccc(F)c4)C(=O)N23)c1	1	-7	3	-2.3	-11	5	-10	23	1	3	4
30	CCCn1nc(NC(=O)C2CCCO2)c2cc3ccc(C)cc3nc21 (stereo not given)	0	-1	0	0.7	-57	-17	-13	7	-4	-1	-1
31	CC(C)CC[n+]1ccccc1/C=C/c1ccc(N(C)C)cc1	-18	1	47	-0.4	-16	73*	-64	77	-1	-8	6
32	Cc1ccc2c(c1)c1c(n2CC(O)Cn2nc(C)c(Br)c2C)C(=O)CCC1 (stereo not given)	-14	5	-11	-1.3	21	-8	.	10	7	-5	10
33	CCC(CC)=NNc1ccc(S(N)(=O)=O)cc1[N+](=O)[O-]	-6	-1	4	0.8	-1	8	-4	7	-3	-2	4
34	NC(=O)c1ccc(NS(=O)(=O)c2ccc(S(=O)(=O)N3CCCC3)cc2)cc1	-2	1	0	-0.5	-19	.	-11	-17	1	.	2
35	CCOc1ccc(-c2cc(C(=O)NCCCN3CCOCC3)c3ccccc3n2)cc1	-1	-1	-63	-0.6	2	-23	-5	-25	1	4	-64
36	Cc1ccc(S(=O)(=O)N(CC(=O)Nc2ccc(F)cc2)C(=O)N2CCN(C)CC2)cc1	0	-2	8	-0.5	-1	5	-5	1	0	0	9
37	Cc1cc2ccccc2n2c(SCC(=O)Nc3ccc(S(=O)(=O)N4CCC(C)CC4)cc3)nnc12	-16	-1	2	-0.8	14	2	-2	24	-2	0	1
38	CCn1cc(Cl)c(C(=O)Nc2c(C)nn(Cc3c(F)c(F)c(F)c(F)c3F)c2C)n1	5	5	3	0.0	-3	7	-2	5	-3	.	11
39	Cc1ccc(C)c(NC(=O)NC2CCCCCCC2)c1	-2	3	6	0.1	-6	6	-5	16	-4	2	5
40	Cc1ccc(N(C(=O)Cn2nnc3ccccc32)C(C(=O)NCc2ccco2)c2cccnc2)cc1 (stereo not given)	-1	-4	4	3.2	-37	2	.	3	-4	2	4
41	CCOC(=O)N1CCN(C(=S)Nc2cc(S(=O)(=O)N3CCOCC3)ccc2Cl)CC1	0	2	9	1.8	2	-1	8	15	-2	-2	12
42	S=C(NCC1CCCO1)N1CCN(c2ccc(Cl)c(Cl)c2)CC1 (stereo not given)	-19	7	-1	-0.2	59	3	-5	71	6	-1	1
43	CCc1sc(C(=O)NCCc2ccc(S(N)(=O)=O)cc2)cc1Br	1	-7	-7	-0.8	-28	-1	-2	4	-1	3	18
44	CC(CCc1ccccc1)N1CCN(Cc2ccccc2)CC1 (stereo not given)	-1	2	9	-1.1	22	5	-15	-35	8	-3	22
45	COc1cccc(NC(=O)CN(C)C(=O)CC(NC(=O)c2ccccc2Cl)c2ccccc2)c1 (stereo not given)	-2	-8	1	0.1	-4	0	-4	4	24	0	7
46	CCOC(=O)c1cnc2c(C)cccc2c1NCc1ccco1	0	-4	-14	-0.3	-5	7	-9	15	-6	0	-83
47	COc1cccc(-n2c(SCC(N)=O)nc3ccccc3c2=O)c1	-6	2	-2	3.3	-28	1	-7	-30	-7	-3	12
48	O=C(COC(=O)c1ccc(F)c(S(=O)(=O)N2CCOCC2)c1)c1ccc(Cl)cc1	-8	0	-13	-0.5	-13	-4	-3	13	5	3	-21
49	Cc1ccc(S(=O)(=O)N2CCOC23CCN(S(=O)(=O)c2c(C)cc(C)cc2C)CC3)cc1	-1	1	2	-0.2	3	-7	-6	20	-3	2	9
50	CCCCN1C(=O)C(O)=C(C(C)=O)C1c1ccc(OC)cc1OC (stereo not given)	15	1	1	1.6	-7	2	.	-11	-25	-2	12
51	O=C(Cn1nnc2ccccc21)N/N=C\C=C\c1ccccc1	-1	-3	-26	3.3	-3	-5	-3	12	-10	0	2

# Structures shown so far containing a Cl atom, in the order listed:
No.	Molecule	H9c2 protect	HTR2A ag	Peg3 promoter	hiPSC survival	NR2E3 ag-1	MITF TRPM1 inh	CaV13 FRET inh	Shn3 inh set2	PDI inh	NR2E3 ag-2	HIF-2a block
1	Cn1cccc1CC(=O)NNC(=S)Nc1ccc(Cl)cc1	2	0	-18	0.2	3	10	-6	-22	3	1	-38
5	O=C(Cc1ccccc1Cl)N1CCN(c2ccccn2)CC1	2	1	-7	-0.6	-5	5	-3	0	-7	-2	10
6	CN(C)/C=C(\c1cnc(Cl)s1)S(=O)(=O)c1ccccc1	3	0	15	1.7	-10	5	-3	-1	0	-4	16
7	O=C(NCCc1ccc(Cl)cc1)C1CCCN(S(=O)(=O)N2CCCCCC2)C1 (stereo not given)	2	-6	4	0.5	6	4	-6	7	-4	1	6
12	N#Cc1nc(-c2ccccc2Cl)oc1N1CCCCC1	-20	4	-211	2.1	-54	-43	.	-46	-6	0	-186
15	Cc1cc(S(=O)(=O)n2[nH]c(=O)c(CCO)c2C)c(Cl)cc1Cl	-8	6	-3	0.4	32	1	-3	17	4	1	-8
19	Clc1ccccc1CNc1ncnc2nc[nH]c12	-9	1	22	1.4	-23	-4	-7	12	-10	3	4
38	CCn1cc(Cl)c(C(=O)Nc2c(C)nn(Cc3c(F)c(F)c(F)c(F)c3F)c2C)n1	5	5	3	0.0	-3	7	-2	5	-3	.	11
41	CCOC(=O)N1CCN(C(=S)Nc2cc(S(=O)(=O)N3CCOCC3)ccc2Cl)CC1	0	2	9	1.8	2	-1	8	15	-2	-2	12
42	S=C(NCC1CCCO1)N1CCN(c2ccc(Cl)c(Cl)c2)CC1 (stereo not given)	-19	7	-1	-0.2	59	3	-5	71	6	-1	1
45	COc1cccc(NC(=O)CN(C)C(=O)CC(NC(=O)c2ccccc2Cl)c2ccccc2)c1 (stereo not given)	-2	-8	1	0.1	-4	0	-4	4	24	0	7
48	O=C(COC(=O)c1ccc(F)c(S(=O)(=O)N2CCOCC2)c1)c1ccc(Cl)cc1	-8	0	-13	-0.5	-13	-4	-3	13	5	3	-21

# Down the list, from the results shown.
# Compounds 11–22 in NR2E3 ag-1, in turn: -12, -54, -2, 2, 32, -11, -13, -17, -23, 13, 6, 6
# Compounds 11–22 in NR2E3 ag-2, in turn: 3, 0, 5, -4, 1, 1, -1, -2, 3, 3, 3, 0
# Compounds 11–22 in hiPSC survival, in turn: 2.0, 2.1, -0.1, 4.7, 0.4, 1.3, 1.6, -0.2, 1.4, 2.7, 1.4, -0.5
